# Source: PubChem BioAssay (University of Kansas High Throughput Screening Laboratory)
# mHTT CaM bind: mutant huntingtin-calmodulin interaction inhibitors – biochemical, AlphaScreen, primary screen | inhibition, % at 15 µM | actives 3.6% (n = 190,000) | AlphaScreen His-mHTT/GST-CaM binding, luminescence;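 note: 0% = both proteins with DMSO and 100% = one protein alone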
# Pf apPOL block: Pf-apPOL inhibitors, biochemical, fluorescence | Plasmodium falciparum apicoplast DNA polymerase (apPOL) | Recombinant Pf-apPOL, molecular beacon fluorescence, 1.5 h | inhibition, % at 10 µM | actives 0.25% (n = 210,000)
# * marks the source's active call; other numbers are inactive results; / = not tested or not shown; & = joins results of further samples. Cut-off read from the data, not from the text of the source: active = inhibition above about 50%; inactive = the rest. Random draw from the library; overall some 3.7% were active at least once.
# Every second line gives: Pf apPOL block | mHTT CaM bind
COCCn1c(CC2CCN(C(=O)Nc3ccc(Cl)cc3C)C2)nc2cccnc21 (stereo not drawn)
  -12 | 13
CCC(=O)N1CCN(c2nc3c(s2)CC(C(=O)Nc2cccc(C)c2C)CC3)CC1 (stereo not drawn)
  0 | 13
Cc1cc(O)c(C(c2ccc(C(C)C)cc2)c2c(O)cc(C)oc2=O)c(=O)o1
  -2 | 0
CCS(=O)(=O)Nc1ccc(Oc2ccc(NS(=O)(=O)CC)cc2)cc1
  0 | 8
CCCNC(=O)Nc1cccnc1N1CCC(C(=O)N(CC)CC)CC1
  -7 | 4
O=C(NCC1CC(=O)N(Cc2ccc(F)cc2)C1)Nc1ccccc1C(F)(F)F (stereo not drawn)
  -1 | -11
CCC(CC)NC(=O)c1c(-c2c(Cl)cccc2Cl)noc1C
  -3 | -4
COc1cc(OC)cc(C(=O)Nc2sc3c(c2C(N)=O)CCCCC3)c1
  1 | 10
CC12CCC(C(=O)N(CNc3ccccc3)C1=O)C2(C)C (stereo not drawn)
  2 | 0
CCc1cc(C2CCCN2C(=O)Nc2cccc(OC)c2)on1 (stereo not drawn)
  -1 | -7
CCOc1ccc(CN2CCC(N3CCCCC3)CC2)cc1
  5 | -10
CC(C)Oc1ccccc1-c1nc(C(=O)N(C)C(C)C)cs1
  -3 | -5
COc1ccccc1CNC(=O)C1CCN(S(=O)(=O)c2ccc(Br)s2)CC1
  -2 | -5
Cc1cccc(N2C(=O)CC(Cc3ccccc3)C2=O)n1 (stereo not drawn)
  -1 | 2
Cc1ccnc(N2CCC(C(=O)NCCCN3CCCC(C)C3)CC2)n1 (stereo not drawn)
  6 | -4
CC(=O)NCCn1c(SCC(=O)NCCC2=CCCCC2)nc2ccccc2c1=O
  1 | -9
Cc1nc2c(C(=O)NCc3cccnc3)cnn2c(C)c1Cc1cccc(Br)c1
  -9 | 58*
COc1ccc(N2CCN(C(=O)c3ccccc3C)C(C)C2=O)c(OC)c1 (stereo not drawn)
  -1 | 0
CC(=O)Nc1ccc(Nc2nc(-c3ccccc3)cs2)cc1
  -2 | 44
CCOc1ccc(C(Nc2ccccn2)c2ccc3ccc(C)nc3c2O)cc1OC (stereo not drawn)
  1 | 49
O=C(O)c1ccc(NC(=O)c2ccc(Br)c(S(=O)(=O)N3CCCC3)c2)cc1
  0 | 0
CC(C)n1c(COc2ccc(OC(F)(F)F)cc2)nnc1SCc1ccccc1
  -10 | /
O=C(CC1CCNCC1)N1CCC(CCOc2cccnc2)CC1
  -6 | -1
COc1ccc(/C=C(\C#N)c2nc(-c3cccc([N+](=O)[O-])c3)cs2)cc1
  -1 | 3
COc1ccc2c(c1)C1=NN(C(C)=O)C(c3cccc([N+](=O)[O-])c3)C1CC2 (stereo not drawn)
  -3 | 3
COc1ccc(CCNC(=O)c2ccc(CSc3ccccc3)o2)cc1
  -2 | -19
O=C(CN(c1ccccc1)S(=O)(=O)c1ccccc1[N+](=O)[O-])Nc1cccc(Cl)c1
  0 | 49
COc1ccc(N2CCN(CC(O)COc3ccc(C)cc3C)CC2)cc1 (stereo not drawn)
  2 | 32
CC(CC(=O)N1CCc2ccccc21)c1ccccc1 (stereo not drawn)
  -8 | -34
Cc1ccc(NC(=O)CN(C)S(=O)(=O)c2ccc3[nH]c4c(c3c2)CCCC4)nc1
  -2 | 43
N#CC1=C(N)n2c(s/c(=C\c3ccsc3)c2=O)=C(C#N)C1c1ccsc1 (stereo not drawn)
  -17 | 70*
O=[N+]([O-])c1ccc(Nc2nc(-c3ccncc3)cs2)cc1
  12 | -2
CC1C(O)CC2C(C(=O)O)=COC(OC3OC(CO)C(O)C(O)C3O)C21 (stereo not drawn)
  -5 | /
COc1cccc(Nc2ncc3c(n2)CCN(Cc2cc(OC)ccc2OC)C3)c1
  -6 | 35
Cc1ccc(O)c(C(=O)CC(=O)c2ccco2)c1
  -1 | 44
CCOc1cc(-n2c(C)ccc2C)c(OCC)cc1N1CCOCC1
  -7&-5 | /
Cc1ccc(N=C2SCC(=O)N2Cc2ccccc2)cc1
  0 | -56
CC1CCCCN1S(=O)(=O)c1ccc(NC(=O)COc2ccc(F)cc2)cc1 (stereo not drawn)
  -1 | -8
O=C(Nc1cccn2c(C3CCC3)nnc12)C1CCCO1 (stereo not drawn)
  -2 | -1
O=C(CCSc1ccc(C(F)(F)F)cc1)c1ccco1
  -2&-2 | /
CCCc1nc2cccnc2n1C1CCN(S(=O)(=O)c2cccc3cccnc23)C1 (stereo not drawn)
  -2 | 4
COc1ccc(O)c(C=Nc2sc3c(c2C#N)CCCC3)c1
  1 | 9
COc1ccc(C(=O)N2CCCN(Cc3noc(-c4ccccc4)n3)CC2)cc1
  -4 | 6
Ic1ccc(I)s1
  -4 | /
Cc1ccccc1Nc1c(-c2cccs2)nc2ncccn12
  -1 | 16
Cc1ccc(-c2csc(NC(=O)CCCC(=O)O)n2)c(C)c1
  5 | 7
O=C(c1ccc2c(c1)OCO2)N1CCC(Nc2cccnc2)C1 (stereo not drawn)
  -4 | 0
Cc1nc(C(N)=NOC(=O)c2ccccc2)c(C(F)(F)F)o1
  2 | /
O=C(Nc1ccc2oc(-c3cccc(F)c3)nc2c1)c1ccc([N+](=O)[O-])cc1
  -19 | -1
COc1ccc(C(=O)Nc2nnc3ccccn23)c(C)c1
  -5 | -1
Cc1cccc(NC(=O)C(=O)NCCCc2ccccc2)n1
  -3 | -12
Cc1cc(C)cc(N2CC(C(=O)NCc3ccccc3)CC2=O)c1 (stereo not drawn)
  -3 | 5
CSCC(C)(O)CNC(=O)C(=O)NCC1CCCO1 (stereo not drawn)
  -2 | -2
Cc1nn(-c2ccc(F)cc2)c(C)c1-c1cccc([N+](=O)[O-])c1
  2 | 10
O=C1N(CN(CCc2ccccc2)Cc2ccccc2)c2ccccc2C12OCCCO2
  -6 | -16
CC(=O)Nc1ccc(NC(=O)CCCc2ccccc2)cc1
  -6 | -2
Cc1ccc(/C=C2\Sc3ccccc3N(CC(=O)NCc3cccnc3)C2=O)cc1
  1 | 16
COc1cc(/C=C2\C(=O)ON=C2C)ccc1OCc1cccc(F)c1
  8 | 100*
Cc1cccc(N2C(=O)C3C4C=CC(C5CC45)C3C2=O)c1C (stereo not drawn)
  41 | -6
C#CCOc1ccc(C=O)cc1Br
  -1 | -5

# Compounds from the list above with a CF3 group:
# Every second line gives: Pf apPOL block | mHTT CaM bind
O=C(NCC1CC(=O)N(Cc2ccc(F)cc2)C1)Nc1ccccc1C(F)(F)F (stereo not drawn)
  -1 | -11
CC(C)n1c(COc2ccc(OC(F)(F)F)cc2)nnc1SCc1ccccc1
  -10 | /
O=C(CCSc1ccc(C(F)(F)F)cc1)c1ccco1
  -2&-2 | /
Cc1nc(C(N)=NOC(=O)c2ccccc2)c(C(F)(F)F)o1
  2 | /

# Next section.
# Every second line gives: Pf apPOL block | mHTT CaM bind
COc1cc(C)nc2ccc(NC(=O)Nc3ccccc3C(F)(F)F)cc12
  -3 | 1
CCN1CCn2cc(C(=O)NC(C)c3ccccc3)nc2C1 (stereo not drawn)
  -4 | 23
Cc1cc(C)n(C(=O)c2ccc(NC(=O)C3CC3)cc2)n1
  2 | 0
Cc1c(Cl)cccc1NC(=O)C(=O)N1CCN(C)CC1
  -1 | 0
CSc1cccc(C(=O)Nc2cc(F)c(F)cc2Cl)c1
  -2&-9 | -20&-19
CC(C)(C)NC(=O)c1nn2c(C(F)(F)F)cc(-c3cccs3)nc2c1Br
  -1 | 13
Cc1c2c(n(Cc3c(F)cccc3F)c1C(=O)NCc1ccccn1)CCCC2
  -2 | 17
O=S(=O)(c1ccc(Br)cc1)N1CCNCC1
  -5 | -18
CC(C)c1nn(-c2ccc(Cl)c(Cl)c2)c(C(C)C)c1C(=O)NC1CC1
  -2 | 18
CCCCN1C(=O)C(C)(C(=O)Nc2ccc(OCC)cc2)Oc2cccnc21 (stereo not drawn)
  0 | -11
O=C1CSC(c2cccc([N+](=O)[O-])c2)N1c1ccc(Br)cc1 (stereo not drawn)
  1 | 10
Cc1nc(-c2ccccc2)ncc1C(=O)O
  -1 | /
Cc1ccccc1NC(=O)c1csc2c1CCCC2
  0 | -3
CCOc1c(C(C)=O)c(=O)[nH]c2scc(C)c12
  3 | /
CSc1ccccc1NC(=O)c1cc2n(n1)C(C(F)(F)F)CC(c1ccco1)N2 (stereo not drawn)
  -4 | 7
Nc1ccc(S(=O)(=O)Nc2nccs2)cc1
  0 | -1
Cc1cc(C)n2nc(SCC(=O)Nc3ccc(Br)cc3F)nc2n1
  -12 | -5
CC1(C(=O)NCc2ccc(F)cc2)CCCN(S(=O)(=O)c2ccc(F)c(Cl)c2)C1 (stereo not drawn)
  0 | 95*
Cc1cc(C)n(-c2cc(O)c(-n3nc(C)cc3C)cc2O)n1
  0 | -10
O=C(NCc1ccc(N2CCCCC2)cc1)c1cn2c(n1)COCC2
  2 | 32
CN(CCc1ccccn1)C(=O)c1cc2nc(-c3ccc4c(c3)OCO4)cc(C(F)(F)F)n2n1
  -1 | 2
CCN(Cc1ccccc1)Cc1cc(Br)c(OC)cc1OC
  0 | -10
O=C(c1ccc(N2CCCCS2(=O)=O)cc1)N1CCN(c2ccc(F)cc2)CC1
  -6 | 12
O=C(Cn1cnc2c(c1=O)CN(Cc1ccccc1)CC2)NCCCc1ccccc1
  -7 | -4
CCC(=O)N1CCc2cc(N3CC(C(=O)Nc4cccc(SC)c4)CC3=O)ccc21 (stereo not drawn)
  2 | 4
O=C(NCc1cccc(Cl)c1)c1ccc(NC(=O)C2CC2)cc1N1CCOCC1
  1 | 8
COc1ccc(C2CCc3nc(C(=O)N4CCCC4)cn3C2)c(OC)c1 (stereo not drawn)
  -1 | 20
Cc1cccc(N2CCN(Cc3ccc([N+](=O)[O-])o3)CC2)c1C
  -1 | -2
CC(=O)N1CCc2sccc2C1c1ccccc1C (stereo not drawn)
  -3 | 11
O=C(CSc1nc2ccccc2o1)NCc1cc(-c2ccc3c(c2)OCCO3)on1
  -9 | 10

# 5 compounds picked at random from those above:
# Every second line gives: Pf apPOL block | mHTT CaM bind
Cc1cc(C)n(-c2cc(O)c(-n3nc(C)cc3C)cc2O)n1
  0 | -10
O=C(CSc1nc2ccccc2o1)NCc1cc(-c2ccc3c(c2)OCCO3)on1
  -9 | 10
O=C(c1ccc(N2CCCCS2(=O)=O)cc1)N1CCN(c2ccc(F)cc2)CC1
  -6 | 12
Cc1cc(C)n2nc(SCC(=O)Nc3ccc(Br)cc3F)nc2n1
  -12 | -5
O=C(NCc1cccc(Cl)c1)c1ccc(NC(=O)C2CC2)cc1N1CCOCC1
  1 | 8

# (continued)
# Every second line gives: Pf apPOL block | mHTT CaM bind
COc1ccc(-n2nc3cc(C)c(NC(=O)c4cccc([N+](=O)[O-])c4C)cc3n2)cc1
  -3&-7 | -1&-2
COc1ccccc1CNC(=O)c1nn(-c2ccc(Cl)cc2)c(=O)c2ccccc12
  -1 | 0
O=C(c1cccc([N+](=O)[O-])c1)c1ccc(Cl)c(Cl)c1
  -1 | 0
O=C(Nc1ccccc1C(F)(F)F)N1CCOc2ccccc21
  -6 | -8
Cc1noc(CNC(=O)c2ccc([N+](=O)[O-])o2)n1
  0 | -9
O=C(NCc1ccc(N2CCCCC2)nc1)c1ccc(Cl)s1
  -6 | 13
Cc1ccc(C2CC(c3ccc(C)cc3C)=NN2C(=O)CN2CCOCC2)cc1 (stereo not drawn)
  -6 | 76*
CC1=NOC(=O)/C1=C/c1ccc(-c2ccc3c(c2)COC3=O)o1
  -5 | -1
CCSC1=C(C#N)C(c2ccccc2Cl)CC(=O)N1 (stereo not drawn)
  -7 | 4
CC[C@H]1C(=O)C[C@@H]2CCN3C(=O)CC[C@H]1[C@H]23
  3 | 5
COc1ccc(NC(=O)C2CCN(c3nnc4ccccn34)CC2)cc1C(F)(F)F
  -3 | 4
CC(=O)Nc1nnc(SCC(=O)c2ccc(Br)cc2)s1
  1 | -2
CC(C)CNC(=O)c1c(NC(=O)c2ccccc2F)sc2c1CCC2
  -9 | -4
COc1cc(NC(=O)c2ccc(Cl)cc2[N+](=O)[O-])c(OC)cc1NC(=O)c1ccccc1
  -7 | 5
CCOC(=O)C(C)Oc1ccc2c(c1)OC(=Cc1ccccc1F)C2=O (stereo not drawn)
  -6 | -2
Cc1ccccc1-c1nc(C2CCN(S(=O)(=O)c3ccccc3)CC2)no1
  -8 | -5
COc1cc(C(=O)Nc2ncccc2C)cc(OC)c1OC
  -3 | -2
Cc1cccc(N2CCN(C(=O)c3ccc4c(=O)n5c(nc4c3)SCC5)CC2)c1C
  -8 | 2
O=C(Nc1ccc([N+](=O)[O-])c(NC(=O)c2ccco2)c1)c1ccco1
  -6 | 5
Cc1c(Cl)c([N+](=O)[O-])nn1CCCC(=O)NC(C)c1ccccc1 (stereo not drawn)
  0 | 1
CC(C)CC(=O)N1CCC(CCOc2ccccc2)CC1
  0 | 4
Cc1ccccc1-n1nc2c(c1NC(=O)Cc1ccccc1)CSC2
  -5 | 28
O=C(c1ccccc1)N1CCC(CCNS(=O)(=O)c2cccs2)CC1
  -2 | 36
CC(=O)C1=C(C)NC(SCC(=O)c2cc(Cl)ccc2Cl)=C(C#N)C1c1ccco1 (stereo not drawn)
  -1 | 2
Cc1nc(-c2ccccc2)sc1C(=O)ON=C(N)c1ccc(C(F)(F)F)cc1
  1 | /
Cc1ccc2nc(SCC(=O)NCCSCc3ccco3)[nH]c2c1
  9 | /
COc1ccc(CNC(=O)N2CCC(c3nc(C(=O)N(C)C)c(C)o3)CC2)cc1
  -4 | 2
CCCCC1CCC(C(=O)Nc2ncccn2)CC1 (stereo not drawn)
  -2 | -3
O=S(=O)(Nc1nccs1)c1cc(Cl)ccc1Cl
  -9 | 1
CCc1onc(C)c1C1CCCN1C(=O)Nc1cc(Cl)c(OC)cc1OC (stereo not drawn)
  0 | 4
CCn1c(N2CCC(C(=O)NCc3cccs3)CC2)cc(=O)n(C)c1=O
  -3 | 62*
